Screening results as filed in PubChem.
SRC2 inh: inhibition of GAL4-SRC2 driven luciferase reporter, primary screen, SRC2 inhibitor project, cell-based, luminescence | inhibition, % at 9 µM | actives 0.17% (n = 370,000) | HEK293 GAL4-SRC2 luciferase reporter | Nuclear receptor coactivator 2 (Homo sapiens), Q15596;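 active = inhibition above the mean inhibition of all tested compounds plus 3 SD, set per campaign, cut at about 52% in these data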;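 note: 0% = DMSO treated cells and 100% = cells given Gossypol at 36 µM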
TLR9-MyD88 inh: inhibitors of TLR9-MyD88 association in cells, primary screen, cell-based, CHO, BLA complementation, fluorescence | CCF4 FRET ratio | actives 0.21% (n = 340,000) | inhibition, % at 4.98 µM | Toll-like receptor 9 (Homo sapiens) + Myeloid differentiation primary response protein …;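 active = inhibition above the mean over all tested compounds plus 3 SD, cut at about 21% in these data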;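 note: 0% = DMSO only wells and 100% = clavulanate BLA inhibitor control wells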
NR5A2 inv ag: LRH-1 (NR5A2) inverse agonists, primary screen, cell-based, luminescence, HEK293T, StAR-luciferase reporter. Nuclear receptor subfamily 5 group A member 2 (Homo sapiens), O00482. LRH-1 transfected, 24 h. inhibition, % at 3.6 µM. actives 0.13% (n = 360,000). AID 602396, 2012;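 active = inhibition above the mean inhibition of all tested compounds plus 3 SD, cut at about 73% in these data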;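 note: 0% = DMSO wells and 100% = reporter-only cells lacking LRH-1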
Granule exo inh: LAMP-1 surface exposure blockers, TALL-104 cells – cell-based, flow cytometry, MLPCN library, primary screen. TALL-104 LAMP-1 surface exposure; cells stimulated with thapsigargin and PMA. inhibition, % at 10 µM. actives 0.66% (n = 360,000). AID 651702, 2012;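 active = inhibition above about 55%, limit read from the data; inconclusive = no clear call, values can overlap the other calls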
TROY NFkB inh: inhibitors of TROY-driven NF-kB signaling, primary screen, Q293 LMP1-TROYcd cells, NF-kB luciferase, uHTS; actives 0.98% (n = 360,000); inhibition, % at 10 µM; Q293 LMP1-TROYcd NF-kB luciferase reporter, 4 h; AID 1347056, 2019;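 active = compounds whose plate-normalised and pattern-corrected inhibition of the luciferase reporter signal at the single screening dose is 50% or more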
ABHD5-PLIN5 inh: ABHD5-PLIN5 interaction inhibitors, primary screen, cell lysate, split luciferase complementation, luminescence; Perilipin-5 (Homo sapiens) + 1-acylglycerol-3-phosphate O-acyltransferase ABHD5 (Homo …; Split G. princeps luciferase complementation, 4 h; inhibition, % at 4 µM; actives 0.78% (n = 360,000);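 active = inhibition above the mean inhibition across every tested compound plus 3 SD, cut at about 22% in these data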;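 note: 0% = DMSO only wells and the 100% control is not disclosed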
NR2F2 inh: NR2F2 transcriptional activity inhibitors, primary screen, cell-based, luciferase reporter, HEK293T, luminescence; actives 0.7% (n = 370,000); HEK293T NGFI-A luciferase reporter; inhibition, % at 8.6 µM; COUP transcription factor 2 (Homo sapiens), P24468;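 active = inhibition above a per-plate cutoff, mean inhibition of test wells between control levels plus 3 SD, cut at about 38% in these data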;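 note: cells cotransfected with COUP-TFII expression vector driving the NGFI-A reporter; 0% = median of COUP-TF2 test wells and 100% = reporter-only cells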
Target sequence (P24468 whole entry, looked up): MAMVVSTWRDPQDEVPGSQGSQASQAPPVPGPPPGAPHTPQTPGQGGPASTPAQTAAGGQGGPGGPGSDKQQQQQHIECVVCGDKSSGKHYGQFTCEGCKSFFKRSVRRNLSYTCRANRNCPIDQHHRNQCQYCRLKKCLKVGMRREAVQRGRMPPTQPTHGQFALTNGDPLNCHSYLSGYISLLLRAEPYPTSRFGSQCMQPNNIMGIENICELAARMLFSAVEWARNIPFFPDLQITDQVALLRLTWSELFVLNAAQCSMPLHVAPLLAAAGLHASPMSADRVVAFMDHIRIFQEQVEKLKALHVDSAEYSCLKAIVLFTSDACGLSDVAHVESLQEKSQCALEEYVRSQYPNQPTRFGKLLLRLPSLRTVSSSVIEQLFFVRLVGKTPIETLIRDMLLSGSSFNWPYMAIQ
TWEAK-Fn14 inh: inhibitors of TWEAK-Fn14 signaling, primary screen, luciferase reporter cells, uHTS; TWEAK-stimulated Fn14 reporter cells, luciferase luminescence, 8 h; inhibition, % at 10 µM; actives 2% (n = 360,000); AID 1159606, 2016; in the data active = inhibition above about 50%
NCOA1 inh: SRC1 coactivator transcriptional activity inhibitors, primary screen, cell-based, luminescence; Nuclear receptor coactivator 1 (Homo sapiens), Q15788; HEK293 GAL4-SRC1 luciferase reporter; inhibition, % at 3.6 µM; actives 0.12% (n = 360,000); AID 588354, 2011;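 active = inhibition above the campaign mean plus 3 SD, with each screening campaign given its own cutoff, cut at about 60% in these data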;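 note: 0% = DMSO treated cells and 100% = gossypol at 36 µM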
NOD2 RIPK2 PPI: NOD2-RIPK2 binding disruptors in cells, primary screen, fluorescence, CHO cells, BLA complementation. CCF4 ratio. Receptor-interacting serine/threonine-protein kinase 2 (Homo sapiens), O43353. inhibition, % at 4.98 µM. actives 0.38% (n = 360,000); in the data active = inhibition above about 21%;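 note: 0% = vehicle only and 100% = reference blocker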
Target sequence (O43353 whole entry, looked up): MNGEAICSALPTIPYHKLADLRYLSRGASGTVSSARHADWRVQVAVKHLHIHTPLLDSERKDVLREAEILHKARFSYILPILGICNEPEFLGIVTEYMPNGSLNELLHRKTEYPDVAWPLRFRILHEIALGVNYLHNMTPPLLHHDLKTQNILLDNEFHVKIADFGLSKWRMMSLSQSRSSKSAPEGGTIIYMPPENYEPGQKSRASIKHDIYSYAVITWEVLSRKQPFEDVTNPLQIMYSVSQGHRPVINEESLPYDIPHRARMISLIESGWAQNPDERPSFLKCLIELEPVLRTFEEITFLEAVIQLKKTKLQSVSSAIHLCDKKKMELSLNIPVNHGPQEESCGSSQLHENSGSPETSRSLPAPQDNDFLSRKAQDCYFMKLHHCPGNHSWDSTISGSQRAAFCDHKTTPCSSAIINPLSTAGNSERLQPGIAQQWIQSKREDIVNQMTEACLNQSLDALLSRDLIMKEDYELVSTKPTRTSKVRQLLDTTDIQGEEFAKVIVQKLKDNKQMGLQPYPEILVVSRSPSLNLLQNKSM
SRC3 inh: SRC3 coactivator transcriptional activity inhibitors, primary screen, cell-based, luminescence; Nuclear receptor coactivator 3 (Homo sapiens), Q9Y6Q9; HEK293 GAL4-SRC3 luciferase reporter; inhibition, % at 3.6 µM; actives 0.17% (n = 360,000); AID 588352, 2011;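 active = inhibition above a per-campaign cutoff, the mean of all compounds plus 3 SD, cut at about 60% in these data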;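 note: 0% = DMSO-treated cells and 100% = gossypol-treated cells at 36 µM; higher means less SRC3-driven luciferase light from the GAL4 reporter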
* hit, by the source's call; u = inconclusive; x = not tested or not shown.

SMILES	SRC2 inh	TLR9-MyD88 inh	NR5A2 inv ag	Granule exo inh	TROY NFkB inh	ABHD5-PLIN5 inh	NR2F2 inh	TWEAK-Fn14 inh	NCOA1 inh	NOD2 RIPK2 PPI	SRC3 inh
Cc1cccnc1NC(=O)CNC(=O)C12CC3CC(CC(Cl)(C3)C1)C2	-20.3	-6.0	9.1	6.3	0.5	-12.7	-4.7	4.1	0.0	6.0	-3.7
N#C/C(=C\c1ccc(OCCN2CCOCC2)cc1)C(=O)Nc1ccccc1F	4.4	-1.4	-2.6	-6.9	23.7	-6.7	2.3	-0.1	-25.5	0.3	11.0
Cc1ccc(S(=O)(=O)N(C)C)cc1NC(=O)CSc1nc2ccccc2[nH]1	4.3	-0.7	11.5	0.6	14.2	-4.2	-5.8	10.8	7.8	-1.7	-14.2
CCCCNCc1cc(Br)c(OCc2cccs2)c(OC)c1	-13.2	-0.2	-17.2	10.4	21.3	15.5	3.9	1.7	8.9	-11.9	24.5
O=C1CCCN1c1cc(Cl)ccc1Cl	14.4	-2.1	31.1	0.6	-14.6	-0.7	8.5	-7.3	4.1	3.8	0.9
O=C(c1ccccn1)c1conc1C(=O)c1ccc(Br)cc1	-11.0	-11.7	0.3	-2.7	-3.9	-7.9	18.5	-2.2	2.8	-4.3	7.7
CCCNC(=S)Nc1ccc2nc(-c3ccccn3)c(-c3ccccn3)nc2c1	-0.7	2.0	18.6	-2.6	-13.6	-17.3	-9.7	1.7	-2.2	10.6	1.6
O=C(Nc1ccc2oc(-c3cccc4ccccc34)nc2c1)c1ncn[nH]1	-8.6	7.6	-16.6	-0.1	-83.6	3.4	2.3	-33.9	-67.8	-8.5	-84.3
COc1cc2cnc(Cl)nc2cc1OC	7.2	1.5	15.8	3.6	5.5	-3.0	-14.1	-1.2	-36.3	-2.8	18.8
C[C@@H]1CN([C@H](C)CO)C(=O)CCCn2cc(nn2)CO[C@H]1CN(C)S(C)(=O)=O	-13.1	-9.7	-14.9	7.1	-9.6	7.1	5.4	3.8	-13.2	-1.6	-14.4
CCN(CC(=O)NCCCN1CCOCC1)S(=O)(=O)c1cc(Cl)ccc1Cl	-16.5	-9.3	-6.0	6.2	0.4	8.6	-9.8	-25.6	10.4	6.0	-5.2
O=C(C[C@H]1C[C@H](C(=O)N2CCCCC2)[C@@]2(CCc3ccccc3)c3[nH]c4ccc(Cl)cc4c3CCN2C1=O)NCc1cccc(C(F)(F)F)c1	1.1	-0.9	-25.6	-18.4	16.1	6.5	-7.2	52.5*	-1.6	-1.7	3.6
CCc1cc2c3c(c1)C1(C(=O)N3C(C)(C)C=C2C)C(C#N)=C(N)Oc2[nH]c(=O)[nH]c(=O)c21 (stereo not given)	0.4	0.6	2.0	-1.7	0.9	13.4	-7.8	10.0	-13.9	10.4	-0.8
O=C(NCC1CCCCC1)C1CCCN(C(=O)NC2CCCCC2)C1 (stereo not given)	4.2	2.1	13.8	-3.2	4.9	10.8	2.8	2.2	2.7	-6.2	9.8
O=C(CSc1c2c(nc3cc(Cl)ccc13)CCCC2)NCCN1CCOCC1	-16.4	-0.1	11.5	1.4	10.5	15.0	4.8	0.1	-10.7	-6.5	-4.0
Cc1ccc(NC(=O)COC(=O)Cc2ccsc2)cc1S(=O)(=O)N(C)C	1.3	-2.6	-11.8	1.0	13.1	4.6	9.4	-1.9	4.9	-2.0	12.7
OCCN(Cc1ccccc1)C(=S)NC1CCCCC1	19.4	12.8	1.0	2.2	8.9	0.2	1.3	-10.8	5.1	-5.3	-9.2
Cc1c(C(=O)OCC(C)C)[nH]c2c1C(=O)CC(c1ccco1)C2 (stereo not given)	15.6	5.2	2.2	-1.4	-2.1	28.0*	-59.2	19.1	-7.5	6.8	19.8
CCN(CC)c1ccc(/C=N/NC(=O)c2c(Cl)cnn2C)c(O)c1	13.4	-4.3	42.2	4.3	-13.1	0.6	-33.1	-18.9	21.9	8.6	75.8*
C=CCn1c(SCC(=O)Nc2ccc(NC(=O)c3ccco3)c(OC)c2)nnc1-c1ccncc1	22.1	7.0	-8.9	-5.7	3.5	7.0	0.4	-3.5	-9.8	-10.8	0.0
CC(=O)OC[C@]1(OC(C)=O)C[C@@]23CC[C@H]4[C@@](C)(CCC[C@@]4(C)C(=O)O)[C@@H]2CC[C@@H]1C3	2.0	6.3	-5.8	-6.3	8.3	-2.9	11.3	-1.7	-5.3	-1.2	3.5
O=C(CSC1=NCCS1)Nc1ccc(F)cc1	-24.7	x	-1.9	-3.7	-8.8	-13.7	12.3	8.2	-0.9	2.0	13.4
CN1CCN(c2ccc(NC(=O)c3ccc(Oc4ccccc4)cc3)cc2)CC1	-10.6	-13.0	-6.5	u	-40.5	7.2	15.0	8.8	-17.3	-4.1	-19.4
CCOC(=O)N1CCN(c2nc(-c3ccc(OC)cc3)no2)CC1	-25.8	6.4	-1.1	-2.1	-32.2	3.5	-19.4	-1.4	-29.7	11.3	-23.6
Cc1ccc2c(c1)c1c(n2CC(O)CN2CCCCC2C)CCCC1 (stereo not given)	-16.9	1.7	-7.5	16.9	-7.1	11.0	-12.0	-4.2	5.0	-2.7	17.6
Cc1c(C(=O)N2CCN(c3ccccc3)CC2)sc2nc3n(c(=O)c12)CCC3	-5.3	2.2	-19.1	0.4	-10.3	-5.7	-10.2	-6.3	-20.3	0.0	-1.0
COC(=O)c1ccc2c(c1)c(C#Cc1ccccc1)c(-c1ccccc1)n2C	-57.2	-1.6	-25.6	3.5	-66.4	-8.3	-42.7	-62.0	-11.0	-17.4	-15.8
CCCOc1cccc(C2C(C(=O)c3ccco3)=C(O)C(=O)N2CCN(CC)CC)c1 (stereo not given)	-2.1	3.3	4.8	0.4	6.0	-2.0	6.4	-12.5	-95.3	6.7	8.9
CCN1CCN(c2cc(C)nc(-c3ccccc3O)n2)CC1	8.3	4.2	1.4	-0.3	10.1	10.2	14.6	-14.7	18.9	-4.1	6.3
CCOC(=O)c1c(NC(=O)C2(C)Cc3ccccc3C(=O)O2)sc2c1CCCC2 (stereo not given)	0.9	-0.2	-10.9	-1.3	2.9	-8.4	3.2	3.4	10.1	-2.5	-0.2
CC(C)OC(=O)CC1C(=O)NCCN1C(=S)NC(=O)c1ccccc1Cl (stereo not given)	4.8	-1.5	4.5	2.3	8.5	-1.2	2.4	-16.1	-22.2	1.5	-6.1
Cc1cccc(C(=O)N[C@H](C(=O)Nc2ccc(C)c(S(=O)(=O)N(C)C)c2)C(C)C)c1	9.3	-5.3	19.1	-2.4	-9.0	-0.5	4.3	3.8	-1.0	-6.5	12.9
CC[C@H](C)[C@@H](C(=O)N1CCNCC1)n1cc([C@@H](N)Cc2ccc(O)cc2)nn1	-11.1	-3.8	5.8	-12.0	-9.1	-3.7	-7.5	3.3	-9.3	-7.9	-11.5
COC(=O)c1ccc(-c2ccco2)n1Cc1cc(C)ccc1C	7.8	-8.2	-0.2	0.6	2.7	6.5	2.4	2.8	1.4	-6.5	-3.0
OC(CN1C2=NCCN2c2ccccc21)c1ccccc1 (stereo not given)	5.7	-16.6	4.9	-0.1	9.3	6.4	0.6	7.0	21.9	3.9	16.1
COc1cc(NS(=O)(=O)c2ccc(C)cc2C)cc(OC)c1OC	-9.7	4.8	32.7	-0.4	16.3	-0.9	45.0*	28.3	12.3	-2.7	28.6
Cc1ccc(C(=O)NCc2cccnc2)cc1S(=O)(=O)Nc1ccccc1	-6.0	-6.9	-3.9	1.0	8.7	-8.6	5.3	0.7	4.8	0.2	-1.1
C/C=C\C=C/C(=O)Nc1cccc(C2=NOC3(C2)C[C@@H](C(N)=O)N(C(=O)/C=C/C=C\C)C3)c1 (stereo not given in full)	x	2.8	-22.0	21.2	2.9	17.4	x	-4.1	-1.9	-1.8	7.2
Cc1nc(SCc2nc3ccc([N+](=O)[O-])cc3[nH]2)c2oc3ccccc3c2n1	-11.6	0.3	-22.4	93.3*	12.1	2.4	2.0	-0.4	-26.0	-4.6	-9.8
Cc1ccc(N2CCN(CCCN3C(=O)C4CCCN4C3=O)CC2)cc1 (stereo not given)	5.9	4.0	-1.1	-1.6	18.9	-4.9	-1.4	-2.5	1.6	0.3	-1.7
COc1ccc(NC(=O)/C=C/c2ccc3c(c2)OCO3)cc1	-55.5	-3.6	-24.4	-2.7	-39.5	3.3	-15.6	-6.9	3.3	-1.8	7.2
COc1ccc(-c2csc(/N=C/N(C)C)n2)cc1OC	-62.3	2.5	-24.1	-0.6	-31.2	-2.0	-10.9	4.8	-34.4	-5.3	-21.6
CC1(C(=O)O)CCC(C(=O)Nc2ccc(Cl)c(Cl)c2)C1(C)C (stereo not given)	-0.4	0.2	-1.7	4.5	-8.4	2.9	1.3	-14.2	1.5	-9.7	7.8
CCCC12CN3CCN(CC(C3)/C1=N\NC(=O)c1ccccc1N)C2	-44.0	7.2	-112.2	5.3	-84.3	-3.1	-2.7	-8.9	-64.0	-5.1	-68.3
COC(=O)c1sc(NC(=O)COc2c(C)cccc2C)nc1C	2.4	2.8	5.5	-0.1	-10.2	6.6	17.9	8.8	15.2	-0.6	3.7
CC(=O)N1CCN(Cc2nc3cc(NC(=O)Cn4nc(C)c5ccccc5c4=O)ccc3n2C)CC1	-1.6	13.8	11.1	7.1	14.4	-2.0	-9.9	2.7	4.2	6.6	0.1
NC(=O)NC(Cc1ccccc1)c1ccccc1 (stereo not given)	-2.7	-16.3	-12.2	1.0	10.4	1.7	5.8	0.8	0.3	-6.2	11.2
O=C(NCCCCO)c1ccc2c3c(cccc13)CC2	-19.4	-0.6	-8.4	3.3	-11.9	-10.7	6.0	11.5	0.7	6.0	21.0
Cc1cnc(C(=O)OCC(=O)N(C)CC(=O)Nc2ccccc2Cl)cn1	1.5	12.0	-14.4	-16.0	-2.8	2.6	6.3	-0.3	20.4	-7.7	0.6

Looked up by compound from the entries so far (two):
SMILES	SRC2 inh	TLR9-MyD88 inh	NR5A2 inv ag	Granule exo inh	TROY NFkB inh	ABHD5-PLIN5 inh	NR2F2 inh	TWEAK-Fn14 inh	NCOA1 inh	NOD2 RIPK2 PPI	SRC3 inh
Cc1cnc(C(=O)OCC(=O)N(C)CC(=O)Nc2ccccc2Cl)cn1	1.5	12.0	-14.4	-16.0	-2.8	2.6	6.3	-0.3	20.4	-7.7	0.6
COc1ccc(NC(=O)/C=C/c2ccc3c(c2)OCO3)cc1	-55.5	-3.6	-24.4	-2.7	-39.5	3.3	-15.6	-6.9	3.3	-1.8	7.2

Some of the compounds tested, so the mix of outcomes need not match the whole.
